KLK7 zymogen act = activators of human kallikrein-7 zymogen. AID 652039. activation, % at 7 µM. 0.9% of 370,000 active. purified proKLK7, EDANS-DABCYL substrate fluorescence; 100% is mature enzyme control, 0% vehicle. P49862;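 active = activation above the mean of all tested compounds plus 3 SD, computed per campaign excluding outliers beyond control limits, cut at about 13% in these data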
ARFGAP1 inhibitor = inhibitors of rat ARFGAP1; Q62848; Arfgap1-stimulated ARF1 GTP hydrolysis, GDP FP detection; inhibition, % at 16.5 µM; 0.26% of 360,000 active;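 active = inhibition above a per-plate limit, mean inhibition of low control wells plus 3 SD, cut at about 25% in these data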;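 note: 0% = DMSO wells with enzyme and 100% = wells lacking Arfgap1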
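Material – truncated rat Arfgap1 GAP domain · Buffer or medium – HEPES-based buffer, pH 7.5 · Reagent – human ARF1(Δ1-17)-GTP substrate · Dosing – 16.5 µM single point, 1.26% DMSO · Schedule – GTP hydrolysis reaction 2 h at 25 °C · Technique – GDP detection by fluorescence polarization · Benchmarks – No-Arfgap1 wells (100%) versus DMSO full-reaction wells (0%) · Repeats – single replicate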
rCAG RNA binder = molecules binding r(CAG) RNA repeats; r(CAG) RNA repeat, TO-PRO-1 dye displacement fluorescence; inhibition, % at 3 µM; 1.3% of 370,000 active; AID 651821;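 active = inhibition above the plate cutoff, the mean of all test compounds on that plate plus 3 SD, cut at about 35% in these data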;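 note: 0% = DMSO alone and 100% = 100 µM mitoxantrone as full dye displacement; higher means more dye released from RNA so lower well fluorescence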
ADAM10 inh = inhibits human ADAM10; O14672; recombinant ADAM10, EDANS/DABCYL FRET peptide cleavage, 3 h; 0.62% of 370,000 active; AID 720582; inhibition, % at 7 µM;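 active = inhibition above a per-campaign cutoff equal to the mean of compounds falling between control-based bounds plus 3 SD, cut at about 20% in these data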;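 note: 0% = DMSO wells while the 100% control is not disclosed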
HGIII-sPLA2 inh = Inhibits HGIII-sPLA2 liposome hydrolysis, primary screen; Q9NZ20; QFRET BODIPY PC-A2 liposome hydrolysis, fluorescence; inhibition, % at 12.2 µM; 0.56% of 370,000 active;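 active = inhibition above mean plus 3 SD of compounds lying within the high and low control bounds, cut at about 19% in these data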;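 note: 0% = median of test compound wells and 100% = no enzyme DMSO wells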
NPR2 activator = GC-B (human) receptor activation; P20594; HEK293-GC-B cells, CNP EC30, cGMP TR-FRET; 0% at EC30 CNP, 100% saturating CNP; activation, % at 10 µM; 0.11% of 370,000 active; AID 1920062;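 active = activation at 10 µM reaching about 35% in either raw or pattern-adjusted values, limit read from the data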
ASAP1 inh = inhibitors of human ASAP1 ArfGAP activity. ASAP1-stimulated ARF1 GTP hydrolysis, GDP FP detection. 0.19% of 360,000 active. inhibition, % at 16.5 µM. Q9ULH1; in the data active = inhibition above about 25%;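 note: 0% = vehicle with enzyme and substrate and 100% = no enzyme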
FXN GAA850 act = increases GAA850 frataxin promoter reporter activity; 0.56% of 360,000 active; activation, % at 6 µM; HEK293 lucGAA850 FXN promoter luciferase reporter, 24 h; percent of 10 µM SAHA response; AID 540364;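 active = activation above the average of all compounds screened plus 3 SD, cutoff fixed separately per campaign, cut at about 7.5% in these data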;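 note: 0% = DMSO wells and 100% = 10 µM SAHA wells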
NPR1 activator = GC-A (human) enzyme activation. activation, % at 10 µM. HEK293 GC-A cells, cGMP TR-FRET, EC30 ANP; 0% at EC30 ANP, 100% saturating ANP. 0.14% of 370,000 active. P16066. AID 1671463; in the data active = activation above about 40%
Target sequence (P16066 whole entry, looked up): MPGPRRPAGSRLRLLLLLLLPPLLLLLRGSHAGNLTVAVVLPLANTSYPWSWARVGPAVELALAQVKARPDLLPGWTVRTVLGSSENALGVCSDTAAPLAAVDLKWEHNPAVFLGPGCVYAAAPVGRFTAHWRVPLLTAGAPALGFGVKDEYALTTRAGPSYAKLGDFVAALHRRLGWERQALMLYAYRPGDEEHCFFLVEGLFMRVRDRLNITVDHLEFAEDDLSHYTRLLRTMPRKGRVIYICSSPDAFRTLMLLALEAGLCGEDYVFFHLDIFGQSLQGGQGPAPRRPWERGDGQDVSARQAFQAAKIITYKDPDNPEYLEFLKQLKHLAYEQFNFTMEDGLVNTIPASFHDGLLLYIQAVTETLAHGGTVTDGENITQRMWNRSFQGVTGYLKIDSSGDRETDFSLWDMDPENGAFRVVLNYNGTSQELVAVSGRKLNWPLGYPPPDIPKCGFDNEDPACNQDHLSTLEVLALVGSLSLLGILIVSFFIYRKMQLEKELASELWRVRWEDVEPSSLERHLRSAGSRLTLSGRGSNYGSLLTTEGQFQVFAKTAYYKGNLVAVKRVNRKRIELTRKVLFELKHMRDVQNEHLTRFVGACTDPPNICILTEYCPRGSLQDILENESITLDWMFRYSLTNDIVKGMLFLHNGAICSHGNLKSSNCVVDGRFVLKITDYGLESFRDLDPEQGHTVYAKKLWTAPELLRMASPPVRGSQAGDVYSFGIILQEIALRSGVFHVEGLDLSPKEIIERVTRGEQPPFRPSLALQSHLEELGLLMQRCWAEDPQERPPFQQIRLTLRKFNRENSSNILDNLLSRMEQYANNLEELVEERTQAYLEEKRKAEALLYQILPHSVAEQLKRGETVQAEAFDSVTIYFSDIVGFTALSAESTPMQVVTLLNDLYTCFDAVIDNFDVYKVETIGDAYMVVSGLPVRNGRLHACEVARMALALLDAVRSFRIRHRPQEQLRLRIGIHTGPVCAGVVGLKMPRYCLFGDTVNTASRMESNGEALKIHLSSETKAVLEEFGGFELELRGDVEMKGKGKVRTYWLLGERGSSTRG
DDE Tn6 FP inh = inhibitors of Tn6 peptide binding to human fibrin DD(E); AID 720509; 0.21% of 370,000 active; inhibition, % at 8.3 µM; Fibrin DD(E) TRITC-Tn6 fluorescence polarization displacement; P02675;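 active = inhibition above a per-campaign cutoff: mean of compounds within control limits plus 3 SD, cut at about 15% in these data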;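 note: 0% = median of all compound wells on the plate and 100% = blocking peptide control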
Numbers without * were called inactive; i = inactive; nt = no result given.

SMILES	KLK7 zymogen act	ARFGAP1 inhibitor	rCAG RNA binder	ADAM10 inh	HGIII-sPLA2 inh	NPR2 activator	ASAP1 inh	FXN GAA850 act	NPR1 activator	DDE Tn6 FP inh
CCN(CCN(C)C)C(=O)Cn1ncc2c1-c1cc(C)ccc1OC2	-0.1	-6	-5	-7	2	-12	5	-0.1	-2	4
Nc1cc(=O)[nH]c(SCC(=O)Nc2ccc(S(=O)(=O)N3CCOCC3)cc2)n1	-0.6	0	22	2	-2	1	9	1.3	-1	1
COc1ccc(Cl)cc1NC(=O)CN(C)C(=O)c1ccc2n[nH]nc2c1	-0.1	-4	7	-5	-12	2	-8	0.3	-1	4
O=C(Nc1ncc(Cc2cccc([N+](=O)[O-])c2)s1)c1ccco1	0.3	19	0	0	1	2	2	2.5	6	4
Cc1cc(S(=O)(=O)NCCc2ccccc2)ccc1-n1cnnn1	0.0	11	2	-8	-3	-3	4	0.2	5	-6
Cc1cc(NC(=O)Cn2nc(C(F)(F)F)c3c2CCCC3)no1	-0.5	-4	-3	10	1	3	-10	0.4	1	-4
COc1ccc(/C=C2\Oc3cc(OC(=O)N4CCOCC4)ccc3C2=O)cc1	-0.6	21	6	-3	-6	-10	33*	1.1	2	-4
CCc1ccccc1NC(=O)NCCN1CCCCC1	-0.4	2	-1	7	-1	2	-2	-0.6	4	1
CSc1ccc(CN2CCC2(C)C(=O)Nc2cnc3ccccc3c2)cc1 (configuration not stated)	0.7	9	2	3	0	-2	-11	1.1	-8	10
CC1CCCC(C)N1C(=O)c1ccc2c(c1)S(=O)(=O)c1ccccc1C2=O (configuration not stated)	-0.3	-2	1	4	0	6	2	4.6	1	4
N/C(=N\OC(=O)C(c1ccccc1)c1ccccc1)c1ccncc1	0.4	2	1	7	-3	2	-11	1.5	2	3
CC1CC(C)CN(CCCNC(=O)Cn2ncn3cccc3c2=O)C1 (configuration not stated)	0.7	1	-3	-1	4	2	0	1.1	1	2
CCc1ccc(S(=O)(=O)NCCc2cn3ccccc3n2)s1	-0.6	-4	0	-3	5	-7	11	1.7	10	2
Cc1ccc(CN2[C@@H]3c4ccccc4C[C@@H]3OCCS2(=O)=O)cc1	-0.2	-1	-8	-3	-1	8	-3	0.7	-1	-1
Cc1ccc(C)c(C(C)NC(=S)NCc2ccc(F)cc2)c1 (configuration not stated)	-0.1	-9	-3	-2	-8	-10	-14	-0.3	-8	-6
CCOc1ccc(Nc2oc(-c3cccs3)nc2C#N)cc1	-2.9	15	9	-173	12	1	4	3.2	1	-4
CCCCCCCCCCCC(=O)N1CC(=O)NC(=O)C1	0.5	-4	-3	-5	-8	-8	-12	0.7	3	9
Cc1ccc(NC(=O)CSc2nc(C)cc(=O)[nH]2)c(C)c1	0.2	nt	1	-1	-2	-4	nt	nt	2	-3
COc1ccc(N/N=C(\C#N)C(=N)N2CCOCC2)cc1	-0.3	-13	2	7	2	1	-10	2.2	-3	-1
Cc1ccc(C(=O)NCCCNCCCN(C)C)cn1	0.1	-7	-4	-6	-3	10	-4	1.4	3	-6
O=C1CC(C(=O)NCc2ccccc2)N=C(N2CCCCC2)N1 (configuration not stated)	-0.5	0	3	1	2	8	0	0.8	-1	-5
CC1(C)CC(=O)/C(=C(\O)CCCN2C(=O)c3ccccc3C2=O)C(=NCCO)C1	-0.3	-7	-6	3	-2	7	5	-0.3	5	-2
CC(C(Sc1ccccc1N)c1ccccc1)[N+](=O)[O-] (configuration not stated)	-0.4	0	5	6	2	3	0	1.8	6	0
O=C1c2ccccc2-c2nnc(-c3ccc(O)cc3)cc21	0.5	-4	2	-4	-8	-4	8	1.8	-3	1
OCCC1CN(Cc2cccc3c2OCO3)CCN1C1CCCC1 (configuration not stated)	-0.2	-3	-3	2	-1	-1	-9	2.4	-2	-6
CC(C)N1CC(C(=O)Nc2cccc([N+](=O)[O-])c2)CC1=O (configuration not stated)	-0.1	-5	-3	20	-2	1	12	0.7	-1	-10
CC(=O)Nc1ccccc1OCC(=O)NC(C)c1ccccc1 (configuration not stated)	0.1	-6	1	-3	-2	-5	-6	-0.5	-3	1
Cc1ccc(NC(=S)N(CCCN2CCOCC2)Cc2ccco2)cc1Cl	-0.5	-1	-3	4	1	-3	-2	1.2	-1	2
CC(C)(C)C(=O)Nc1cccc(-c2nc3ccccc3[nH]2)c1	-0.1	3	0	-23	3	-1	8	2.2	13	-4
C=C(C)COc1ccc(-c2nc(N)ncc2Oc2ccccc2OC)c(O)c1	-0.8	9	2	1	-6	-14	18	6.4	-6	2
COc1ccc(-c2ccc(CCC(=O)O)n2CC(C)C)cc1	-5.9	7	10	i	-14	1	-10	-0.2	-3	9
CCOc1ccc(C(C)=O)cc1COC(=O)C1=COCCO1	0.1	-6	0	-5	-4	7	8	-0.9	-2	7
CCC(=O)Nc1ccc(Cl)c(NC(=O)c2ccc(Br)o2)c1	0.1	-6	2	8	-3	-1	-3	-3.3	-6	3
O=C1CC(NS(=O)(=O)c2cccnc2)CN1c1ccccc1 (configuration not stated)	0.2	-4	2	-8	6	-6	-8	-1.1	0	5
CCOc1ccc2nc(Cl)c(C3CC(c4ccccc4)=NN3C(=O)c3cccs3)cc2c1 (configuration not stated)	-0.4	-2	4	5	4	-3	3	-0.3	2	1
CN(C)CCC(=O)c1ccc2c(c1)OCO2	-0.4	-3	0	-3	0	-14	-2	-2.0	20	5
COC(=O)c1cc(NS(=O)(=O)c2ccc(NC(C)=O)cc2)cc(C(=O)OC)c1	0.9	-4	2	-54	-4	-3	7	-3.0	-1	-1
CNC(=S)N(CCc1c(C)[nH]c2ccccc12)Cc1cc(OC)c(OC)c(OC)c1	-0.1	-1	0	-6	2	-8	14	-0.7	-8	3
COc1ccc(NC(=O)C2=C(C)NC(=S)NC2c2ccc(O)c(OC)c2)cc1 (configuration not stated)	0.0	10	4	-8	8	9	3	0.5	5	-5
Cc1ccc(NC(=O)CCn2cc(C(F)(F)F)ccc2=O)cc1	-0.6	-8	-2	3	3	2	2	-2.0	0	2
O=C(CN1C(=O)NC2(CCCCCC2)C1=O)Nc1ccc(S(=O)(=O)N2CCOCC2)cc1	-0.3	-6	8	7	2	-2	-10	1.1	2	-3
O=S(=O)(Nc1cccc(S(=O)(=O)N2CCCCCC2)c1)c1ccc(F)cc1F	-0.4	-11	33	-10	-24	1	0	0.0	-1	-5
Nc1nc2c(ncn2[C@@H]2O[C@H](CNS(=O)(=O)N3CCc4ccccc4C3)[C@@H](O)[C@H]2O)c(=O)[nH]1	0.6	5	8	-4	-1	17	-2	nt	15	10
CN(C)c1nnc(-c2ccc(Cl)cc2)o1	1.0	1	-2	-55	1	-2	-1	0.3	-5	1
CS(=O)(=O)N1N=C(c2ccccc2)CC1c1ccc2c(c1)OCO2 (configuration not stated)	0.4	0	3	4	-4	7	-4	5.3	0	-1

3 entries out of the list, ordered by count of non-hydrogen atoms, low to high.
SMILES	KLK7 zymogen act	ARFGAP1 inhibitor	rCAG RNA binder	ADAM10 inh	HGIII-sPLA2 inh	NPR2 activator	ASAP1 inh	FXN GAA850 act	NPR1 activator	DDE Tn6 FP inh
CN(C)c1nnc(-c2ccc(Cl)cc2)o1	1.0	1	-2	-55	1	-2	-1	0.3	-5	1
CCOc1ccc(C(C)=O)cc1COC(=O)C1=COCCO1	0.1	-6	0	-5	-4	7	8	-0.9	-2	7
O=S(=O)(Nc1cccc(S(=O)(=O)N2CCCCCC2)c1)c1ccc(F)cc1F	-0.4	-11	33	-10	-24	1	0	0.0	-1	-5

The results go on.
SMILES	KLK7 zymogen act	ARFGAP1 inhibitor	rCAG RNA binder	ADAM10 inh	HGIII-sPLA2 inh	NPR2 activator	ASAP1 inh	FXN GAA850 act	NPR1 activator	DDE Tn6 FP inh
Cc1cc(Br)c2nc3c(c(C(=O)O)c2c1)CCCCC3	-0.1	5	-3	-6	10	18	-6	2.6	64*	3
CCCN(CC1CC1)C(=S)Nc1ccccc1F	0.0	5	0	-6	-1	-2	9	-0.8	4	-12
CC(C)CCN1CCN(C2CSCCSC2)CC1CCO (configuration not stated)	-0.7	3	-3	1	1	2	-5	0.9	2	-5
COC(=O)CSc1nnc(-c2ccc(S(=O)(=O)N3CCC(C)CC3)cc2)o1	-0.1	-14	-4	-8	-7	2	1	2.3	-1	5
CC(NC(=O)c1ccc2c(=O)n3c(nc2c1)CCC3)c1ccc(S(N)(=O)=O)cc1 (configuration not stated)	-0.5	12	7	-47	1	1	-9	-0.8	6	12
COc1ccccc1NS(=O)(=O)c1cccc(NC(=O)Nc2cccc(Cl)c2)c1	0.8	0	35*	31*	-72	-2	10	-1.7	-24	43*
CCC1CCCCN1C(=O)N[C@@H](CCSC)C(=O)OC (some centres not stated)	-0.3	6	0	4	3	1	-2	0.5	0	-3
Cc1ccc(S(=O)(=O)N(C)c2ccccc2)cc1	0.1	5	0	-2	3	-4	1	0.9	-4	-12
COc1ccc(C)cc1NC(=O)CN(C)S(=O)(=O)c1cc(C)ccc1OC	0.0	8	-1	1	-8	-2	7	1.8	-2	-1
CCc1nnc(NC(=O)CSc2nc3c(C)cccc3[nH]2)s1	0.1	5	4	-8	2	-4	-6	2.1	-3	-5
Cc1nnc(SCC(=O)Nc2nccs2)s1	-0.2	-8	-2	2	5	3	-2	0.7	2	2
CC1(c2ccccc2Cl)NC(=O)N(CC(=O)Nc2cccnc2Cl)C1=O (configuration not stated)	-0.8	13	-2	0	-7	5	-4	0.3	1	-2
COc1nc(N)nc2nc[nH]c12	0.2	13	3	7	3	2	-14	2.7	2	4

Record cards, as listed above. Order of screens: KLK7 zymogen act | ARFGAP1 inhibitor | rCAG RNA binder | ADAM10 inh | HGIII-sPLA2 inh | NPR2 activator | ASAP1 inh | FXN GAA850 act | NPR1 activator | DDE Tn6 FP inh
`CC(NC(=O)c1ccc2c(=O)n3c(nc2c1)CCC3)c1ccc(S(N)(=O)=O)cc1` (configuration not stated) in the list: -0.5 | 12 | 7 | -47 | 1 | 1 | -9 | -0.8 | 6 | 12
`COC(=O)CSc1nnc(-c2ccc(S(=O)(=O)N3CCC(C)CC3)cc2)o1` in the list: -0.1 | -14 | -4 | -8 | -7 | 2 | 1 | 2.3 | -1 | 5
`CC1(c2ccccc2Cl)NC(=O)N(CC(=O)Nc2cccnc2Cl)C1=O` (configuration not stated) in the list: -0.8 | 13 | -2 | 0 | -7 | 5 | -4 | 0.3 | 1 | -2
`Cc1ccc(S(=O)(=O)N(C)c2ccccc2)cc1` in the list: 0.1 | 5 | 0 | -2 | 3 | -4 | 1 | 0.9 | -4 | -12

No enrichment for hits (roughly 4.5% active in at least one column).
